HTRA1 inh – HTRA1 serine protease inhibitors, primary screen, biochemical, fluorescence polarization, HTS; Q92743; inhibition, % at 5.96 µM; hit rate 0.5% among 340,000; recombinant HTRA1, FP-rhodamine activity-based probe; in the data active means inhibition above about 36%;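 further: 0% = enzyme with DMSO and 100% = wells lacking enzyme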
ABHD4 inh – ABHD4 inhibitors, primary screen, biochemical, fluorescence polarization, mouse. (Lyso)-N-acylphosphatidylethanolamine lipase (Mus musculus), Q8VD66. purified mABHD4, FP-Rh probe fluorescence polarization. inhibition, % at 8.92 µM. hit rate 0.54% among 370,000. AID 720543, 2013;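 active means inhibition exceeding the mean over every tested compound plus 3 SD, cut at about 30% in these data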;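 further: 0% = plate median of compound wells and 100% = S159A mutant with DMSO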
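Test system: mouse ABHD4 enzyme, wild type. Reagent: FP-Rh fluorescent activity-based probe, added after compound pre-incubation. Timing: pre-incubation 45 min, probe exposure 60 min, at 25 °C. Technique: FP readout, ex 525 nm / em 598 nm. Benchmarks: high control S159A mutant with DMSO, low control median of compound wells.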
rCAG RNA binder – binders of r(CAG) RNA repeats, primary screen, biochemical, fluorescence. hit rate 1.3% among 370,000. r(CAG) RNA repeat, TO-PRO-1 dye displacement fluorescence. inhibition, % at 3 µM;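 active means inhibition above the plate cutoff, the mean of all test compounds on that plate plus 3 SD, cut at about 35% in these data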;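 further: 0% = DMSO alone and 100% = 100 µM mitoxantrone as full dye displacement; higher means more dye released from RNA so lower well fluorescence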
MBD2 DNA inh – inhibitors of MBD2 binding to methylated DNA, primary screen, biochemical, TR-FRET, DNA-binding domain, human; MBD2 binding to methylated oligonucleotide; AID 686964, 2013; Methyl-CpG-binding domain protein 2 (Homo sapiens), Q9UBB5; hit rate 0.31% among 370,000; inhibition, % at 4.4 µM; in the data active means inhibition above about 13%
Target sequence (Q9UBB5 whole entry, looked up, the tested form may be a part): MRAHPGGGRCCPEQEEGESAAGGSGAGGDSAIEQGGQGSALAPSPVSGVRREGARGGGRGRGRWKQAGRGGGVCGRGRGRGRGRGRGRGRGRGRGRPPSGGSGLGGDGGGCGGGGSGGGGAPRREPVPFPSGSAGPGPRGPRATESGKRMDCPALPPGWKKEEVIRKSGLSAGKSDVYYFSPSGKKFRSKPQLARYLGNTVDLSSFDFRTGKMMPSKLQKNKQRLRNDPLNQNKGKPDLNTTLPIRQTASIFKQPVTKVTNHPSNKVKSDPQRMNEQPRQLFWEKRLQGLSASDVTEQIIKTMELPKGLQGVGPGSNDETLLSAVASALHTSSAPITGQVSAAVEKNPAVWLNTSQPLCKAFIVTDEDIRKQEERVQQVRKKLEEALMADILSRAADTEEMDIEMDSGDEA
NR1D1 modulator – modulators of Rev-erb alpha DNA binding, primary screen, biochemical, FITC-DNA, fluorescence polarization, uHTS; Nuclear receptor subfamily 1 group D member 1 (Homo sapiens), P20393; Rev-erbα–FITC-DNA binding, 90 min; activity, % at 10 µM; hit rate 0.79% among 370,000;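 active means activity above about 14%, limit read from the data; passing the limit was not always enough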;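 further: 0% = DMSO wells with 35 nM protein and 100% = DMSO wells with 750 nM protein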
LEDGF integ inh – blockers of LEDGF/p75-dependent integrase strand transfer – biochemical, TR-FRET, high throughput, primary screen; TR-FRET IN-LEDGF/p75 DNA integration, Eu/Cy5; inhibition, % at 3.7 µM; hit rate 0.64% among 370,000;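 active means inhibition above the screen-wide mean plus 3 SD, cut at about 13% in these data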;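 further: signal is the Cy5 over europium emission ratio at 671 and 618 nm; 0% = plate median of compound wells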
TCR-CD3 inh – inhibitors of human TCR-CD3 interaction, primary screen, biochemical, fluorescence, TAMRA-labeled TCR probe. inhibition, % at 9.4 µM. hit rate 0.37% among 360,000. AID 651800, 2012. T-cell receptor (TCR); in the data active means inhibition above about 19%;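 further: recombinant mutant TCR 2C K166C tagged with TAMRA read by polarization; 0% = receptor in buffer alone and 100% = receptor with positive control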
PG9 Ab binder – binders of HIV-1 gp120 antibody PG9, primary screen, biochemical, TR-FRET; HIV-1 gp120 / PG9 antibody interaction; TR-FRET gp120-PG9 antibody binding; inhibition, % at 6.7 µM; hit rate 0.43% among 360,000; AID 624416, 2012; in the data active means inhibition above about 8.5%
PRMT1 FP inh – PRMT1 methyltransferase inhibitors, primary screen, biochemical, fluorescence polarization; Protein arginine N-methyltransferase 1 (Homo sapiens), Q99873; recombinant PRMT1, activity-based probe fluorescence polarization; inhibition, % at 2.79 µM; hit rate 1.3% among 370,000;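 active means inhibition above about 21% made by adding two undisclosed values, limit read from the data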
Target sequence (Q99873 whole entry, looked up): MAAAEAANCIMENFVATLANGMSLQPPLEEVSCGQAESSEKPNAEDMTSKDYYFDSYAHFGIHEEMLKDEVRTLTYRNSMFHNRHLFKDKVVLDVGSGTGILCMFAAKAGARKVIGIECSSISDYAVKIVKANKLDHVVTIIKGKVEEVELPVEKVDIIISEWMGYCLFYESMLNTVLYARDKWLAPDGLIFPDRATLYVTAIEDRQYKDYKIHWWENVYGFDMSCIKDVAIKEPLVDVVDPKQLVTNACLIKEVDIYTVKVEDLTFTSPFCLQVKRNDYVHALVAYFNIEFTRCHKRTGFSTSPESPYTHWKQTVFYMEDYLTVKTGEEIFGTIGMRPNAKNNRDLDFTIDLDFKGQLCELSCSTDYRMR
UHRF1 binding – UHRF1 methylated DNA binding inhibitors, primary screen, counter-screen for MBD2 inhibitor project, biochemical, TR-FRET, human UHRF1, single concentration. inhibition, % at 4.4 µM. hit rate 0.75% among 370,000. AID 687016, 2013. UHRF1 binding to methylated oligo. E3 ubiquitin-protein ligase UHRF1 (Homo sapiens), Q96T88; in the data active means inhibition above about 21%;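 further: UHRF1 SRA domain binding a hemimethylated CpG hairpin DNA probe; 0% = median of test compound wells and 100% = reference inhibitor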
Active calls of the source: *; / = no result given; & = joins results of further samples. These rows are one share of the data; count on the stated rates, not on these rows.

#	Molecule	ABHD4 inh	HTRA1 inh	LEDGF integ inh	NR1D1 modulator	UHRF1 binding	rCAG RNA binder	TCR-CD3 inh	PRMT1 FP inh	MBD2 DNA inh	PG9 Ab binder
1	COc1ccc2[nH]c(C(=O)N(C)Cc3ccccc3)c(C)c2c1	1	-3	2	0	-3	-5	0	2	1	-1.8
2	Cc1[nH]n(-c2ccccc2)c(=O)c1/C=N/c1nn[nH]n1	0	/	4	-1	-8	3	-1	-2	-2	-1.3
3	COc1cc2cc(CCCOC(=O)c3cccc(Br)c3)oc(=O)c2cc1OC	-3	-4	2	-3	0	1	-1	4	-3	0.9
4	CC1CCN(c2ccc(N3C(=O)C4CCCCC4C3=O)cc2[N+](=O)[O-])CC1 (stereo unspecified)	11	5	2	3	0	1	2	-2	-4	-1.9
5	COc1ccc(CCNC(=O)C(C)SCc2ccccc2)cc1 (stereo unspecified)	-3	0	1	4	0	-6	2	-4	4	-1.4
6	O=C(/C=C/c1ccc(Br)cc1)NC(=S)N1CCOCC1	9	1	0	-1	-3	-2	2	5	-6	-2.4
7	COc1ccc(S(=O)(=O)NCc2ccccn2)cc1OC	-1	-7	-1	4	5	1	5	-1	1	-0.3
8	Cc1ccc(CCN2CC(C(=O)NCCc3ccccc3)CC2=O)cc1 (stereo unspecified)	-6	5	-2	4	0	-5	-3	-2	-9	-1.9
9	COc1cc(OC)cc(C(=O)Nc2ncc3c(n2)CC(C)CC3=O)c1 (stereo unspecified)	-8	2	3	2	4	4	-7	-2	-5	-2.2
10	O=C(OCC(=O)N1CCN(c2ccccc2)CC1)c1cccs1	0	0	-3	0	2	-5	-1	2	-1	-1.1
11	O=S(=O)(NC1CCCCC1)c1ccc(Cl)nc1	-8	-3	4	1	1	0	2	-1	2	-2.9
12	Cn1nccc1C(=O)N(CCN1CCCCC1)CC1CCCN(C2CCCC2)C1 (stereo unspecified)	-4	-4	2	5	-3	-8	-1	-3	4	-1.6
13	COc1ccc(N2CC(O)=C(c3nc(-c4ccc(F)cc4)cs3)C2=N)cc1	3	1	3	-4	-1	0	3	-3	-4	1.6
14	Cc1nc2cc(-c3ccc(Cl)cc3)nn2c(C)c1CCC(=O)NC(C)c1ccc2c(c1)OCCO2 (stereo unspecified)	-1	-35	-2	-10	-2	5	11	-3	-4	-0.7
15	COC(=O)C1=C(C)N(Cc2ccc(C(F)(F)F)cc2)C(=NCc2ccc(C(F)(F)F)cc2)NC1c1cccc(F)c1 (stereo unspecified)	27	/	-3	2	-1	2	3	0	-1	-0.1
16	CCOC(=O)N1CCN(S(=O)(=O)c2ccc(C(=O)N(CCN(C)C)c3nc4ccc(CC)cc4s3)cc2)CC1	2	0	-2	0	0	-1	4	1	-1	-0.6
17	Cc1ccc(NC(=O)c2ccc3nc[nH]c3c2)nc1	12	-5	0	-12	0	2	13	0	-3	-0.8
18	CCOc1ccc(C(=O)NCCN2CCCC2)cc1	10	4	-2	-3	-1	-1	10	0	1	-0.8
19	CS(=O)(=O)c1ccc(NC(=O)CCN2C(=O)C3CC=CCC3C2=O)cc1 (stereo unspecified)	2	0	-2	7	0	2	-3	-3	-3	-1.2
20	Cc1ccn2c(NCc3ccccc3)c(-c3cccc(SC4CCCCC4)c3)nc2c1	30*	4	0&-1	-1&-2	0&-2	6&6	0&-1	3&3	2&-1	2.4&-0.5
21	COC(=O)c1ccc2[nH]c(C)c(CN3CCCC3)c(=O)c2c1	7	3	-1	4	-1	1	1	-2	-3	-2.4
22	Cc1cc(NC(=O)C2CC(c3cccc(Br)c3)=NO2)no1 (stereo unspecified)	-3	-2	-5	1	2	-3	-5	0	4	-1.9
23	c1ccc(C2=NCCCN2)cc1	1	7	-2	5	3	-1	4	1	1	-2.8
24	CCC(C)CCN1C(N(C)C)=NC[C@@H]1Cc1ccccc1 (stereo partly specified)	2	-3	0	1	-2	0	-1	-4	1	-0.2
25	COC(=O)C1=C(C)N(Cc2cccc(C(F)(F)F)c2)C(=NCc2cc(OC)c(OC)c(OC)c2)NC1c1ccc(F)cc1 (stereo unspecified)	8	/	0	-7	1	6	6	-2	2	-0.7
26	CC(C)c1ccc(NC(=O)COC(=O)CCC(=O)c2cccs2)cc1	5	3	4	1	2	-1	6	0	2	-2.8
27	S=C(Nc1ccc(OCc2ccccc2)cc1)Nc1cccc(Cl)c1Cl	0	-6	0	2	1	5	7	-2	1	-1.0
28	CCOC(=O)C1=C(COC(=O)c2cc(Br)c(Br)s2)NC(=O)NC1C (stereo unspecified)	5	-4	-1	9	3	-10	-5	1	0	-2.6
29	[O-]/[N+](=C/c1cccnc1)c1ccc(Br)cc1	4	-2	-4	-1	-8	-2	5	5	-6	-1.5
30	Cc1ccc(C)c(N2N=C(C(=O)NCCN3C(=O)S/C(=C\c4cccnc4)C3=O)CCC2=O)c1	3	-2	-5	-6	1	3	-9	6	1	1.9
31	Cc1cc(N2CCN(c3ccccc3)CC2)nc(N2CCOCC2)n1	-4	5	1	-3	-1	-11	5	-2	1	-1.3
32	CCOc1ccc(S(=O)(=O)N2CCOCC2)cc1NC(=O)CSCC(=O)Nc1cccc(C)c1	-3	-5	-2	-2	0	-4	-5	2	5	0.0
33	O=C1C2ON(c3ccccc3)C(c3ccccc3F)C2C(=O)N1c1ccccc1 (stereo unspecified)	0	6	1	5	-1	-4	1	-2	-4	0.1
34	COc1ccc(Cn2c(CCC(=O)Nc3ccc(C)c(C)c3)nc3cccnc32)cc1	-11	-18	-3	2	-2	-4	1	0	1	-0.5
35	CCOc1ccccc1C1NC(=O)c2ccccc2O1 (stereo unspecified)	-4	-3	4	0	-1	-1	1	-1	-4	0.8
36	O=C(O)CC(NC(=O)c1ccc2c(c1)OCO2)c1cccc([N+](=O)[O-])c1 (stereo unspecified)	0	/	-5	0	4	1	-3	4	0	-0.2
37	Fc1ccc(-c2nc3c4ccccc4ccn3c2Cc2ccsc2)cc1	-1	/	-6	-4	15	7	1	0	3	-1.2
38	CCCCc1c(O)nc(SCC(=O)Nc2ccc(OC)cc2)n(-c2ccc(C)c(C)c2)c1=O	6	-2	-3	4	-1	22	4	18	-2	-2.0
39	CCN(Cc1ccccc1)c1ccc(/C=N/NS(=O)(=O)c2ccc(C)c([N+](=O)[O-])c2)cc1	9	-10	-1	0	4	15	-2	13	-4	-1.1
40	COc1ccc(/C(CC2(O)C(=O)Nc3ccccc32)=N\O)cc1 (stereo unspecified)	2	4	1	4	3	-1	0	1	0	-1.6
41	O=C(NCCCN1CCOCC1)c1ccccc1N1C(=O)[C@@H]2Cc3c([nH]c4ccccc34)C(c3ccccc3)N2C1=O (stereo partly specified)	-3	/	4	0	-1	4	7	-1	2	-0.9
42	c1ccc(CSCCc2ccncc2)cc1	-2	7	-3	-1	-1	0	4	-1	-5	1.9
43	CCOC(=O)N1CCN(C(=O)c2cc(C)no2)CC1	-2	1	-1	-1	2	-1	-7	2	2	2.5
44	COc1ccc(CN(CC#Cc2ccc(C)cc2)C(N)=NC(=O)CCc2ccccc2)c(OC)c1	-9	/	0	5	-1	4	/	-1	-3	/
45	Fc1ccc(F)c(C2=NNC(=NCC3CCCO3)SC2)c1 (stereo unspecified)	-6	35	-2	5	-5	2	6	38*	-11	-3.0
46	O=C(COc1ccc(S(=O)(=O)N2CCCC2)cc1)Nc1ccc2c(c1)OCCO2	-1	0	0	-2	0	-4	7	-2	2	-1.3
47	CCOc1ccccc1/C=C/c1onc(C)c1S(=O)(=O)N1CCC(C(=O)NC(C)C)CC1	-3	2	0	4	1	0	1	1	2	-0.6
48	COc1cc(OC)c(NC(=O)C(=O)CC(=O)c2ccc(C)cc2C)cc1Cl	20	-9	2	-7	-3	21	3	-3	-6	0.6
49	C=CCc1ccccc1OCC(O)CNC1CCCC1 (stereo unspecified)	4	6	0	-5	0	9	2	-2	0	-0.7
50	CCN(C(=O)COc1ncnc2ccccc12)C1CCCCC1	4	3	-2	-6	2	0	-5	0	-2	0.6
51	CN(CCC1CCOCC1)C(=O)CC1C(=O)NCCN1Cc1ccoc1 (stereo unspecified)	-5	2	-2	8	-4	1	1	-2	-4	-1.0

10 structures already listed, sorted by heavy-atom count, rising.
#	Molecule	ABHD4 inh	HTRA1 inh	LEDGF integ inh	NR1D1 modulator	UHRF1 binding	rCAG RNA binder	TCR-CD3 inh	PRMT1 FP inh	MBD2 DNA inh	PG9 Ab binder
29	[O-]/[N+](=C/c1cccnc1)c1ccc(Br)cc1	4	-2	-4	-1	-8	-2	5	5	-6	-1.5
43	CCOC(=O)N1CCN(C(=O)c2cc(C)no2)CC1	-2	1	-1	-1	2	-1	-7	2	2	2.5
10	O=C(OCC(=O)N1CCN(c2ccccc2)CC1)c1cccs1	0	0	-3	0	2	-5	-1	2	-1	-1.1
9	COc1cc(OC)cc(C(=O)Nc2ncc3c(n2)CC(C)CC3=O)c1 (stereo unspecified)	-8	2	3	2	4	4	-7	-2	-5	-2.2
13	COc1ccc(N2CC(O)=C(c3nc(-c4ccc(F)cc4)cs3)C2=N)cc1	3	1	3	-4	-1	0	3	-3	-4	1.6
12	Cn1nccc1C(=O)N(CCN1CCCCC1)CC1CCCN(C2CCCC2)C1 (stereo unspecified)	-4	-4	2	5	-3	-8	-1	-3	4	-1.6
34	COc1ccc(Cn2c(CCC(=O)Nc3ccc(C)c(C)c3)nc3cccnc32)cc1	-11	-18	-3	2	-2	-4	1	0	1	-0.5
32	CCOc1ccc(S(=O)(=O)N2CCOCC2)cc1NC(=O)CSCC(=O)Nc1cccc(C)c1	-3	-5	-2	-2	0	-4	-5	2	5	0.0
44	COc1ccc(CN(CC#Cc2ccc(C)cc2)C(N)=NC(=O)CCc2ccccc2)c(OC)c1	-9	/	0	5	-1	4	/	-1	-3	/
41	O=C(NCCCN1CCOCC1)c1ccccc1N1C(=O)[C@@H]2Cc3c([nH]c4ccccc34)C(c3ccccc3)N2C1=O (stereo partly specified)	-3	/	4	0	-1	4	7	-1	2	-0.9
